High-throughput results (PubChem BioAssay)
Integrin act MD = activates integrin-mediated alleviation for muscular dystrophy. alpha7betagal myoblasts, beta-gal FDG fluorescence, 48 h. Potency, µM (series often up to 38.3 µM), inactives show at the highest dose activation, most hits filed as activators. hit rate 0.064% among 350,000;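 further: potency means the concentration at half of the fitted maximal effect; 100% = response of the positive control SU9516; nearly all actives have a fitted effect of over 60% in size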
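alpha7betagal+/- myoblasts (passage 13, 250/well) treated 48 h at 37C with compounds at 1:260 dilution of DMSO stock. Lysed, then beta-galactosidase activity read as FDG fluorescence (ex 480/em 540) after 30 min, with pre-read for autofluorescence.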
B2AR arrestin = agonists driving beta-arrestin recruitment to human beta2-adrenergic receptor; P07550; beta-arrestin recruitment to beta2AR, cell-based reporter; Potency, µM (highest dose often 46.1 µM), for inactives: at the top dose activation, actives largely listed as activators; hit rate 0.02% among 330,000; AID 492947;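 further: potency means the concentration at half of the fitted maximal effect; 0% = DMSO controls and full agonism = EC100 isoproterenol or metaproterenol; nearly all actives have a fitted effect of over 65% in size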
BRCA1 expr up = increases BRCA1 expression; MCF7-BRCA1-FFLuc reporter, luminescence, 48 h; response scale: scaled: vehicle 0%, 10 µM genistein 100%; Potency, µM (doses to about 46.1 µM), without a hit: at the highest dose activation, actives largely listed as activators; AID 624202; hit rate 1.1% among 380,000; further: potency means the concentration at half of the fitted maximal effect; nearly all actives have a fitted effect of over 80% in size; some results filed as inactive show a strong effect at the top dose
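MCF7 cells carrying a BRCA1-firefly luciferase reporter (2000 cells/well, phenol-red free MEM) were attached for 2 h at 37 °C, then given compounds for 48 h. Luminescence was read 15 min after luciferase reagent; activity normalized to genistein (10 microM) and DMSO.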
TCR activator = activates T cell receptor signaling | primary human leukocytes, anti-CD3, IL-2 HTRF, 48 h | Potency, µM (doses to about 9.22 µM), for inactives: at the top dose activation of IL-2 secretion, most hits filed as activators | 330,000 tested, under 10 active | AID 504894; further: % of control where 0% means no effect
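Primary human leukocytes receive a-CD3 beads and test compound and are incubated 48 hr. Secreted IL-2 is then assayed by HTRF, measuring 665nm acceptor emission after 320nm excitation of the europium donor.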
PTAP TSG101 blk = blocks PTAP/TSG101 interaction to inhibit HIV-1 budding. Q99816. Fluorescence polarization, FITC-PTAP peptide / Tsg101 binding. Potency, µM (series often up to 115 µM), inactives show top-dose activity change, negative = inhibition, most hits filed as inhibitors. AID 493005. 340,000 tested, under 10 active; active means well fitted inhibition curve with a large enough effect in the main read-out, with a control signal flat, not every such curve was filed as active; inconclusive means small, poorly fitted or top-dose-only effect, or effect the other way, or a change in a side signal; inactive means no such curve, though single readings can be large or run the other way; further: potency means the concentration at half of the fitted maximal effect; % of control where 0% means no effect
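FP read-out: FITC-PTAP peptide, 50 nM final, binding Tsg101 binding domain, 10 uM final; 20 min, r.t.; 10 mM HEPES pH 7.5, 0.15 M NaCl, 0.01% Tween 20, 3 mM EDTA, 0.1 mM TCEP.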
p53 reactivation = restores transcriptional activity of mutant p53; H1299 p53-A138V BP100-luciferase reporter, luminescence, 24 h; Potency, µM (top dose mostly 92.2 µM), for the others: top-dose activity change, positive = activation, hits mostly activators; hit rate 0.063% among 320,000; AID 504706; further: potency means the concentration at half of the fitted maximal effect; % of control where 0% means no effect; nearly all actives have a fitted effect of over 45% in size
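p53-null H1299 cells stably carrying temperature-sensitive p53-A138V and a BP100-luciferase reporter were pinned with compounds (4-point, 1:5 series) and held 24 hrs at 37 deg C. Luminescence was read 10 min after detection reagent.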
TRPV1 ag = activates the human vanilloid receptor TRPV1. Q8NER1. TRPV1-expressing cells, Fluo-8 calcium influx, agonist mode. activation, % at 8.33 µM. hit rate 0.19% among 320,000. AID 540275; in the data active means activation above about 80%; inconclusive means between about 30% and that limit; further: 0% is about no effect
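TRPV1-expressing cells were cultured overnight at 35.5C and loaded with Fluo-8 calcium dye for 40 to 90 min at room temperature. After a 10 s baseline, compound was added and calcium influx was read kinetically for 3 min (ex 480/em 520 nm).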
MLL CXXC-DNA inh = blocks binding of human MLL CXXC domain to DNA. MLL-CXXC / FITC-HOXA9 DNA fluorescence polarization. Potency, µM (titrated, usually from 115 µM), without a hit: at the highest dose activity change, negative = inhibition, usual class: inhibitors. hit rate 0.037% among 290,000. AID 2662; active means well fitted inhibition curve with a large enough effect in the polarisation, with a control signal flat, not every such curve was filed as active; inconclusive means small, poorly fitted or top-dose-only effect, or effect the other way, or a change in a side signal; inactive means no such curve, though single readings can be large or run the other way; the % refers to the polarisation; further: potency means the concentration at half of the fitted maximal effect
Target sequence (Q03164 whole entry, looked up, the tested form may be a part): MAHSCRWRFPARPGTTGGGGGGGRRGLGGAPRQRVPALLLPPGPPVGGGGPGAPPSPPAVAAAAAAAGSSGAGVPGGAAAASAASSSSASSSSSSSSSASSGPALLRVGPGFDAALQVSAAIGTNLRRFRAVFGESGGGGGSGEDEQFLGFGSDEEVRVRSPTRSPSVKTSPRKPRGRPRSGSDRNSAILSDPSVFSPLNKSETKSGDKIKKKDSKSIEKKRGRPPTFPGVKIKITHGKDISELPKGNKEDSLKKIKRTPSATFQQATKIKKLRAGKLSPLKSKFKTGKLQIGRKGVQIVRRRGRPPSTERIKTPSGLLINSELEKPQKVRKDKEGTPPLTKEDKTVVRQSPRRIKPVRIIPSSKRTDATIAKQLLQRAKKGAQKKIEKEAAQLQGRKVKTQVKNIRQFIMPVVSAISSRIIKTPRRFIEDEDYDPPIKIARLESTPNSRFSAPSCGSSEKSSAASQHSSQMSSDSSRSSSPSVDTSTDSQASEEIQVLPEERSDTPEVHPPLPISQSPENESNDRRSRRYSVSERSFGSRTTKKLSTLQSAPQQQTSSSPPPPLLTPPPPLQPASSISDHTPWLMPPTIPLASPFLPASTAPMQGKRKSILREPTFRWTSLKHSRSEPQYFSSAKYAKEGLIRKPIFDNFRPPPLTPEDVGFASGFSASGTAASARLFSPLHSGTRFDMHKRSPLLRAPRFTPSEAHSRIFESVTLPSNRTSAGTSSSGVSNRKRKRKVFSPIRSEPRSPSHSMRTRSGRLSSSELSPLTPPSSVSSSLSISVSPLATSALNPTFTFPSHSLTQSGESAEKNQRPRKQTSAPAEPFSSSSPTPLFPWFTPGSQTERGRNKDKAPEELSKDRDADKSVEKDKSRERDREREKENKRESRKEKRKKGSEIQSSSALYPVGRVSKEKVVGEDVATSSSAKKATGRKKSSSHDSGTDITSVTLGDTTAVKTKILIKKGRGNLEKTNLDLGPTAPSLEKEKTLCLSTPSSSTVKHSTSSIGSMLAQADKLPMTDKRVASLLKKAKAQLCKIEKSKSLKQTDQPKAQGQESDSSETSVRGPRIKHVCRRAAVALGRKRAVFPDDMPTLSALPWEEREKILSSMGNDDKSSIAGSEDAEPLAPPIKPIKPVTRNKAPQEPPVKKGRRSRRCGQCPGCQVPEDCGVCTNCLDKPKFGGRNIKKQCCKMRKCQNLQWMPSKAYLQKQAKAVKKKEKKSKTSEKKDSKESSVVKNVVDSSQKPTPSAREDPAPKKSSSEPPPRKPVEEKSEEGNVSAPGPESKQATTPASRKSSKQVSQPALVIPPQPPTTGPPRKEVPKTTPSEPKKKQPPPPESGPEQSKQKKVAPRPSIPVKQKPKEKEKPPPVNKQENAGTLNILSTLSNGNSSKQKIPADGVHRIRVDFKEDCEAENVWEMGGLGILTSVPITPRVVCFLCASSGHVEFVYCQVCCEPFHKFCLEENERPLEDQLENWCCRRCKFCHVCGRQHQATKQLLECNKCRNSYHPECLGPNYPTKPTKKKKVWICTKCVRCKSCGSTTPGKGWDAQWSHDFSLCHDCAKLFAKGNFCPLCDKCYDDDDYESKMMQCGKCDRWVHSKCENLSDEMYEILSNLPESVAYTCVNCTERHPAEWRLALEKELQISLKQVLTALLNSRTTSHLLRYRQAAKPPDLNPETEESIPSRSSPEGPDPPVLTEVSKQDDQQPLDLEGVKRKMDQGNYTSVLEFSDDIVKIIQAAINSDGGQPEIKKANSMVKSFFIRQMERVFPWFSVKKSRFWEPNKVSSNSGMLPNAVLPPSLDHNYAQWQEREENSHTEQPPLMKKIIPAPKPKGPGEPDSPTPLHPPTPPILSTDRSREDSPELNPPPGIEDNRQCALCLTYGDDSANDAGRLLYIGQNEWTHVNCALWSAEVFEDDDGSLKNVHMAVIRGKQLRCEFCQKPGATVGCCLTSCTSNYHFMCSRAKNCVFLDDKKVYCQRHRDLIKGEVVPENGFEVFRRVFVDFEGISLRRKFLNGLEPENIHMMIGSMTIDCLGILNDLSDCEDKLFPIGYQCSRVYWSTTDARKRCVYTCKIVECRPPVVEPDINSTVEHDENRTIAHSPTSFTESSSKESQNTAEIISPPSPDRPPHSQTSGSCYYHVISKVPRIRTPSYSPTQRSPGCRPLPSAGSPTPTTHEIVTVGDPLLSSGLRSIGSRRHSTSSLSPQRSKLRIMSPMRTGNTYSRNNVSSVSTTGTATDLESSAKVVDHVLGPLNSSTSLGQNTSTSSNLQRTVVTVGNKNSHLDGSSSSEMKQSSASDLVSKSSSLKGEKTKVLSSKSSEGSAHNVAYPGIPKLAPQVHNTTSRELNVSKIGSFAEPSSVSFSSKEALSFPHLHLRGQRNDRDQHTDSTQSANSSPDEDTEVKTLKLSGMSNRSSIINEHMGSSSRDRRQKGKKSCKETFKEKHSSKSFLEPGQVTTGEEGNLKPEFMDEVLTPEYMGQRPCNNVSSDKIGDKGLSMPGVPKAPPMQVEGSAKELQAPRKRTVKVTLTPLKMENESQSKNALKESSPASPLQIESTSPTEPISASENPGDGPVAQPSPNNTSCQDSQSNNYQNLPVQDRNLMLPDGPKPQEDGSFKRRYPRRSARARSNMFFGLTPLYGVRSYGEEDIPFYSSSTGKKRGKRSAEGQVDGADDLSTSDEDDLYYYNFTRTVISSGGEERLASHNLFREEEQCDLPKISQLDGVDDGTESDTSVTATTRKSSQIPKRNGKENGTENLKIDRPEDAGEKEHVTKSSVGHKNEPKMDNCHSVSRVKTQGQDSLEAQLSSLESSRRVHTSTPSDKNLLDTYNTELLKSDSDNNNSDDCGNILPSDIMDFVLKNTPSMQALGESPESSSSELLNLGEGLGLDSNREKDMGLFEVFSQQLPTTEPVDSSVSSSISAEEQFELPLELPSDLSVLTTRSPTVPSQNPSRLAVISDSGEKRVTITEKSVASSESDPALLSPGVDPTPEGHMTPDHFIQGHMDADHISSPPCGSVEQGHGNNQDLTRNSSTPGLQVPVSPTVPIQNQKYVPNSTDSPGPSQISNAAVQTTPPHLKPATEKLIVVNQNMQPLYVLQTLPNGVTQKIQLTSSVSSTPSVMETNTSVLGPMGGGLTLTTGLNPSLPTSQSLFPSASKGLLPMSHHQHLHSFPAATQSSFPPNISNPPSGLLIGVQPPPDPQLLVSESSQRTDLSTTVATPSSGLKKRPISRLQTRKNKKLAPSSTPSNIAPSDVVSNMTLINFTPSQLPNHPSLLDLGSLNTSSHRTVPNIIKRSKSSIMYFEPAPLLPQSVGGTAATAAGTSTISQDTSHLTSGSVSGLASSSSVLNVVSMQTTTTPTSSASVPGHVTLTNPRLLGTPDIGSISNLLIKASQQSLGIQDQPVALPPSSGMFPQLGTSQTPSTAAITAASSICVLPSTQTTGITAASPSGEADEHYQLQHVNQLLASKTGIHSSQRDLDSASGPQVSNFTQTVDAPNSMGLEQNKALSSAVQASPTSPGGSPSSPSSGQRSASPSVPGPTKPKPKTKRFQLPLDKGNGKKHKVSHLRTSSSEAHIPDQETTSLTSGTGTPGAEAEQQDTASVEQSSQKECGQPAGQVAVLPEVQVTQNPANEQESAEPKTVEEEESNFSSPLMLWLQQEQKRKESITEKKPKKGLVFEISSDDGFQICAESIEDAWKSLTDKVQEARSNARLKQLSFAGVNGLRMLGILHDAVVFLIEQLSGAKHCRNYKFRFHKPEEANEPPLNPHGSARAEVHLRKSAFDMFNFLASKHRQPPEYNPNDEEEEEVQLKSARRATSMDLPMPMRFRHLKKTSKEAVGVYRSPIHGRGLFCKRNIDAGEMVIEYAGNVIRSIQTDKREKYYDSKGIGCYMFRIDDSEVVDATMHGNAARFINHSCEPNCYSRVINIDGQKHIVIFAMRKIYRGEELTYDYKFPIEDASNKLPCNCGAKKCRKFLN
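Fluorescence polarization: 7 uM MLL-CXXC (stock) preincubated 5 min with compounds, then 50 nM fluorescein-HOX-A9 DNA (stock) added; 30 min ambient. Buffer 50 mM Tris-HCl pH 7.5, 50 mM NaCl, 1 mM DTT, 0.05% BSA.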
ELG1 DNA repair = blocks ELG1-dependent DNA repair in HEK293T cells. Potency, µM (top dose mostly 46.1 µM), without a hit: top-dose activity change, negative = inhibition, usual class: inhibitors. hit rate 2.3% among 330,000. HEK293T ELG1-luciferase reporter, luminescence, 16 h; DNA damage induced by 5-fluorouridine; further: potency means the concentration at half of the fitted maximal effect; on the % scale 0 is the no-effect control and ±100 the full control effect; nearly all actives have a fitted effect of over 55% in size
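Cells (2,000 per well) received 5-fluorouridine plus test compound or DMSO and were incubated 16 hr at 37 °C, 5% CO2. Luciferase activity was read by luminescence 30 min after ONE-Glo addition; signal suppression marked inhibition of damage-induced ELG1 function.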
AT treatment = potential ataxia-telangiectasia treatments restoring KAP-1 phosphorylation; […] A-T fibroblasts, KAP-1 phosphorylation AlphaLISA; neocarzinostatin DNA damage 30 min before lysis; Potency, µM (doses to about 57.5 µM), inactives show at the top dose activation, usual class: activators; hit rate 0.19% among 320,000; further: potency means the concentration at half of the fitted maximal effect; % of control where 0% means no effect; nearly all actives have a fitted effect of over 45% in size
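ATM-like activity read as KAP-1 phosphorylation via AlphaLISA donor/acceptor antibody pairs after lysis and 6 hr at 25C. Cells were ATM-null patient fibroblasts ([…], hTERT), dosed 60 min, then exposed to the DSB inducer NCS for 30 min.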
The depositor's hits bear a star; ? = inconclusive; . = no result given. Unless noted, the call rests on the fitted dose curve; in most records, active means well fitted curve in the direction sought with a large enough effect; inconclusive means small, poorly fitted or top-dose-only effect, or another doubt; inactive means no such curve, though single readings can be large; an effect the other way counts as inactive or inconclusive.

SMILES	Integrin act MD	B2AR arrestin	BRCA1 expr up	TCR activator	PTAP TSG101 blk	p53 reactivation	TRPV1 ag	MLL CXXC-DNA inh	ELG1 DNA repair	AT treatment
Cn1c(SCC(=O)NC2CCCCC2)nnc1-c1ccccn1	-6%	0.3%	-4%	-5%	-5%	7%	2	-4%	10%	33%
O=S(=O)(c1cccc2nsnc12)N1CCN(c2ccccc2F)CC1	22%	-0.4%	-5%	2%	0%	2%	5	13%	?	6%
CC(=O)c1ccc(-c2ccc(C(=O)NCC3CCCO3)o2)cc1 (centres undefined)	10%	-0.8%	8%	0%	1%	8%	-3	.	16%	-5%
COc1ccc(S(=O)(=O)NCCC(=O)N2CCCN(C)CC2)cc1	-9%	3.1%	-7%	8%	-4%	1%	1	.	?	1%
CC(=O)c1cccc(NC(=O)CN(C2CCCCC2)S(C)(=O)=O)c1	5%	-0.1%	-10%	0%	-2%	13%	.	-8%	-1%	.
CC(OC(=O)CCN1C(=O)C2CC=CCC2C1=O)C(=O)Nc1cccc(Cl)c1 (centres undefined)	-11%	0.0%	-1%	-3%	1%	-9%	5	.	-1%	8%
COC(=O)C1CCCN1C(=O)C12CC3CC(CC(C3)C1)C2 (centres undefined)	-17%	-1.1%	-2%	.	-2%	2%	-8	8%	4%	16%
O=C(NCC1CCCO1)C1c2ccccc2C(=O)N1Cc1ccc2c(c1)OCO2 (centres undefined)	-5%	0.1%	9%	8%	-10%	-2%	-4	-7%	1%	-8%
C#CCOCCOCCOCCNc1nc(N2CCN(C(=O)CCCCCCCCCCNC(=O)[C@H]([C@@H](C)CC)n3cc(CCCCCN)nn3)CC2)nc(N2CCN(C(=O)CCCCCCCCCCNC(=O)[C@H]([C@@H](C)CC)n3cc(CCCCN=C(N)N)nn3)CC2)n1	.	0.2%	.	.	.	-19%	-2	.	?	-1%
CCN(CC)S(=O)(=O)c1ccc(N2CCOCC2)c(NC(=O)c2nn(C)c(=O)c3ccccc23)c1	-29%	.	-6%	2%	0%	.	.	.	.	.
Cc1cc(Cn2nc(C(=O)NCc3cccc(C(F)(F)F)c3)cc2-c2ccccc2)on1	-3%	-0.2%	-10%	-17%	-3%	-11%	2	.	-28%	15%
COc1cccc(C2C3=C(CC(C)(C)CC3=O)OC(N)=C2[N+](=O)[O-])c1 (centres undefined)	7%	0.0%	4%	-3%	-5%	2%	1	-2%	-2%	-3%
COc1cccc(OC)c1NC(=O)C1CCCN1C(=O)Nc1ccccc1Cl (centres undefined)	-3%	-1.0%	-9%	-1%	1%	-5%	1	7%	9%	9%
COc1ccc(Cl)cc1S(=O)(=O)N1CCCc2ccccc21	-12%	0.1%	-15%	-3%	-9%	-6%	7	3%	8%	12%
CC(NC(=O)c1cc(-c2cccnc2)nc2ccc(Br)cc12)C1CCCO1 (centres undefined)	20%	0.3%	-20%	-1%	-4%	-6%	2	20%	-9%	2%
Cc1ccc(S(=O)(=O)N2CCCCC2)cc1NC(=O)CSc1nnc(N)s1	30%	0.1%	-4%	5%	-2%	-1%	2	-3%	-10%	3%
S=c1[nH]nc(Cc2ccccc2)n1-c1ccc(Cl)cc1	-3%	-0.4%	-35%	3%	-1%	-2%	1	5%	4%	-3%
O=C(O)CC(C(=O)OC1CCCCC1)N1CCOCC1 (centres undefined)	-10%	-1.4%	0%	0%	0%	-3%	8	4%	3%	1%
N#CCc1nn2c3c(cnc2c1C#N)C(=O)CCC3	-9%	-0.2%	-9%	-2%	-2%	12%	2	?	12%	6%
O=C(O)c1ccc(-c2ccc(/C=C3\NC(=O)N(Cc4ccc(Cl)cc4)C3=O)o2)cc1	8%	3.1%	-7%	1%	0%	3%	6	8%	-6%	3%
O=[N+]([O-])c1cccc(-c2nnc3ccccn23)c1	0%	0.4%	-1%	10%	-4%	4%	2	11%	5%	8%
Cc1ccc(-c2nnn(CC(=O)N(c3ccccc3)C(C(=O)NC3CCCC3)c3ccco3)n2)o1 (centres undefined)	-21%	-0.5%	2%	.	0%	1%	0	17%	14%	3%
COc1ccc(NC(=O)c2cccnc2Cl)c(S(=O)(=O)N2CCOCC2)c1	-5%	-0.4%	1%	1%	-3%	3%	0	-1%	0%	4%
C/C(CC(=O)Nc1ccc([N+](=O)[O-])cc1)=N\NC(=O)c1ccccc1[N+](=O)[O-]	12%	0.0%	-2%	.	1%	?	1	-2%	-1%	-7%
COc1ccc(CNC(=O)N2CCN(c3ccc(F)cc3)CC2)cc1	13%	0.0%	25%	.	0%	.	?	2%	-13%	1%
Cc1nc2cc(OCc3cc(C(=O)NC(C)c4cn(C)nc4C)no3)ccc2s1 (centres undefined)	-31%	-0.9%	-15%	4%	-4%	-2%	9	8%	-1%	7%
Cc1ccn2c(=O)nc(SCC(=O)NCc3ccco3)nc2c1	29%	0.0%	-12%	0%	-4%	1%	1	.	17%	1%
COC(=O)CCc1nc2cc(Cl)ccc2n(Cc2ccccc2)c1=O	-6%	4.0%	-1%	1%	-2%	-3%	20	7%	9%	6%
CCCC(=O)Nc1ccc(C(=O)NNC(=S)NC(=O)c2ccc(Br)o2)cc1	-25%	-0.1%	-17%	1%	-1%	-4%	-4	10%	?	0%
O=C(Cc1ccsc1)N1CCc2c([nH]c3ccccc23)C1c1ccccn1 (centres undefined)	-37%	0.2%	-33%	-1%	-1%	-3%	27	-4%	-5%	1%
COc1ccc(N2CCN(C(=O)c3ccccc3NC(=O)C3=C(C)OCCS3)CC2)cc1	-9%	0.2%	-4%	3%	3%	-1%	0	-1%	6%	0%
S=C(Nc1cccc2ccccc12)NN1CCCCCC1	-25%	.	21%	-5%	-1%	.	.	.	.	.
COc1ccc(S(=O)(=O)N(C)CC(=O)NCC2CCCO2)cc1OC (centres undefined)	20%	-0.3%	0%	10%	-9%	-1%	0	7%	1%	0%
C[C@H](NC(=O)c1ccccc1Cl)C(=O)OCc1cn2cc(Cl)ccc2n1	0%	0.1%	18%	-1%	0%	7%	1	.	8%	-10%
CS(=O)(=O)N1CCCC(C(=O)NCc2ccccn2)C1 (centres undefined)	11%	-0.5%	2%	13%	-6%	-29%	-5	-6%	-9%	5%
COc1cc(-c2noc(C)c2/C=C/c2ccc(OC(C)=O)cc2)cc(OC)c1OC	-10%	4.6%	-69%	10%	2%	-2%	13	19%	-9%	6%
S=c1[nH]c2ccc(Cc3ccc4[nH]c(=S)[nH]c4c3)cc2[nH]1	-7%	-1.0%	-14%	8%	-1%	-7%	-2	1%	?	-8%
Cc1ccc(OCC(=O)N(C)C2CCCCC2)c([N+](=O)[O-])n1	-10%	0.0%	0%	-2%	0%	7%	.	.	5%	-5%
O=C(CSc1ccc(-c2cccnc2)nn1)Nc1ccc(Br)cc1	-2%	-0.7%	-35%	-5%	-1%	22%	14	6%	?	7%
O=C(NCc1ccco1)C1CC(c2ccccc2C(F)(F)F)=NO1 (centres undefined)	-12%	0.2%	-19%	6%	2%	2%	-1	9%	-17%	-26%

Some of the entries above in another layout:
smiles,Integrin act MD,B2AR arrestin,BRCA1 expr up,TCR activator,PTAP TSG101 blk,p53 reactivation,TRPV1 ag,MLL CXXC-DNA inh,ELG1 DNA repair,AT treatment
O=[N+]([O-])c1cccc(-c2nnc3ccccn23)c1,0%,0.4%,-1%,10%,-4%,4%,2,11%,5%,8%
Cc1ccc(-c2nnn(CC(=O)N(c3ccccc3)C(C(=O)NC3CCCC3)c3ccco3)n2)o1 (centres undefined),-21%,-0.5%,2%,.,0%,1%,0,17%,14%,3%
COc1ccc(NC(=O)c2cccnc2Cl)c(S(=O)(=O)N2CCOCC2)c1,-5%,-0.4%,1%,1%,-3%,3%,0,-1%,0%,4%
C/C(CC(=O)Nc1ccc([N+](=O)[O-])cc1)=N\NC(=O)c1ccccc1[N+](=O)[O-],12%,0.0%,-2%,.,1%,?,1,-2%,-1%,-7%
COc1ccc(CNC(=O)N2CCN(c3ccc(F)cc3)CC2)cc1,13%,0.0%,25%,.,0%,.,?,2%,-13%,1%
Cc1nc2cc(OCc3cc(C(=O)NC(C)c4cn(C)nc4C)no3)ccc2s1 (centres undefined),-31%,-0.9%,-15%,4%,-4%,-2%,9,8%,-1%,7%
Cc1ccn2c(=O)nc(SCC(=O)NCc3ccco3)nc2c1,29%,0.0%,-12%,0%,-4%,1%,1,.,17%,1%
